Screens deposited in PubChem by several laboratories.
CIT2 TOR yeast: yeast TOR pathway CIT2-GFP modulation; S. cerevisiae CIT2-GFP strain, flow cytometry, 3 h; 100 means same as DMSO wells; GFP response vs DMSO, % at 10 µM; 320,000 tested, 0.065% active;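 active = GFP response relative to DMSO above a set limit, near the screen mean plus 3 SD, cut at about 150% in these data; inconclusive = Fewer than 70 cells measured for a yeast strain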;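 note: ratio of well median GFP fluorescence to mean of DMSO wells on the plate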
RPL19A-GFP yeast: yeast TOR pathway RPL19A-GFP modulation. 330,000 tested, 0.3% active. percent response vs DMSO, % at 10 µM. S. cerevisiae RPL19A-GFP strain, flow cytometry, 3 h; stronger effect = lower value;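 active = percent response vs DMSO below 50%; inconclusive = fewer than 70 events counted for the yeast strain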;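 note: median channel GFP fluorescence of the barcoded RPL19A-GFP strain; ratio of sample median GFP to plate DMSO average so 100% = DMSO; lower means less RPL19A-GFP as with rapamycin TOR inhibition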
procasp3 activ: activators of human procaspase-3. P42574. activation, % at 8.5 µM. 330,000 tested, 0.11% active. recombinant procaspase-3 D3A, Ac-DEVD-pNA absorbance 405 nm;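 active = activation above the mean of all tested compounds plus 3 SD, cut at about 21% in these data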;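 note: 0% = DMSO alone and 100% = DMSO wells spiked with extra 5 µM PC-3 D3A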
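Technique: 405 nm absorbance of p-nitroaniline, reads at 0 and 120 min; Test system: Procaspase-3 D3A mutant; Incubation: 1 h enzyme-compound preincubation, then 2 h substrate reaction, 25 °C; Repeats: singlicate, each compound tested once; Benchmarks: low control DMSO wells, high control DMSO plus 5 µM PC-3 D3A.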
proCasp7 act: counter-screen: procaspase-7 (human) activation; P55210; recombinant procaspase-7, Ac-DEVD-pNA absorbance 405 nm; D23A/D198A/D206A triple mutant, cannot self-cleave; scale: DMSO 0, 5 µM enzyme 100; activation, % at 8.5 µM; 330,000 tested, 0.093% active;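 active = percent activation above the screen-wide mean plus 3 SD, cut at about 25% in these data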
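Test system: Procaspase-7 triple mutant (PC-7 D3A). Also added: Ac-DEVD-pNA substrate, 400 µM as added. Schedule: 1 h enzyme–compound preincubation and 2 h substrate reaction, both 25 °C. Signal: p-Nitroaniline absorbance at 405 nm, read at 0 and 120 min. Control set: low DMSO alone, high DMSO plus 5 µM PC-7.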
AHR activator: human AHR activation. P35869. AHR-responsive luciferase reporter cells, luminescence. activation, % at 5 µM. 320,000 tested, 2.5% active. AID 2796; in the data active = activation above about 47%;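 note: 0% = vehicle wells and 100% = reference agonist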
Target sequence (P35869 whole entry, looked up): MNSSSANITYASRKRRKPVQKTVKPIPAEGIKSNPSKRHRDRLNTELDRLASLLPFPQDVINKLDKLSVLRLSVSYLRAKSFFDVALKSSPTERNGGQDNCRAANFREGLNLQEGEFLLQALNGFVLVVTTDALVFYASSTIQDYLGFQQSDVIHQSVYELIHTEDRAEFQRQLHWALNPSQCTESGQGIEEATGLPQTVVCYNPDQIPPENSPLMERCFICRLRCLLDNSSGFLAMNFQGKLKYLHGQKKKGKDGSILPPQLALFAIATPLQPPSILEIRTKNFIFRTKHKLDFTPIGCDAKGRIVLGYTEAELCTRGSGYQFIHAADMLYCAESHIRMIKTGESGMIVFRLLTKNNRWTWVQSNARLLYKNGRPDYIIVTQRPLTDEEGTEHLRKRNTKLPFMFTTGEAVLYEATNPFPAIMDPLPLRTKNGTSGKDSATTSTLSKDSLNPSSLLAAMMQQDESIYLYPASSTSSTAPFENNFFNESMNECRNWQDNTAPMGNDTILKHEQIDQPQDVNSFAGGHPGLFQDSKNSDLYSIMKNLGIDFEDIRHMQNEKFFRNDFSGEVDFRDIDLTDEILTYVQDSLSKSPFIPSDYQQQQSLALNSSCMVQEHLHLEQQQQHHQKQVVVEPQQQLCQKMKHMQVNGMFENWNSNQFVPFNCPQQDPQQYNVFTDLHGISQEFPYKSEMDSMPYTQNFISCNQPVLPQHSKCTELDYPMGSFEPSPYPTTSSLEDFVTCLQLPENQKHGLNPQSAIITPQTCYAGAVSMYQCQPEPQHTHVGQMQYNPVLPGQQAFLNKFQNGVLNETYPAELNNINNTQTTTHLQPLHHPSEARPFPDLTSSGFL
LAP4 TOR yeast: alters LAP4-GFP fluorescence in TOR pathway yeast screen; S. cerevisiae LAP4-GFP multiplex, flow cytometry GFP, 3 h; median GFP as percent of DMSO wells; GFP response vs DMSO, % at 10 µM; 320,000 tested, 0.34% active; AID 2023;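 active = GFP response vs DMSO above a set limit, about the screen mean plus 3 SD, cut at about 150% in these data; inconclusive = under 70 cell events counted for the yeast strain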
AGP1 TOR yeast: yeast TOR pathway AGP1-GFP modulation; S. cerevisiae AGP1-GFP multiplex flow cytometry, 3 h; GFP as percent of DMSO wells; GFP response vs DMSO, % at 10 µM; 320,000 tested, 0.02% active; AID 2066;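 active = GFP response relative to DMSO above a set limit, near screen average plus 3 SD, cut at about 150% in these data; inconclusive = fewer than 70 cells counted for the yeast strain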;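 note: median GFP channel fluorescence of the gated AGP1 strain per well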
MEP2-GFP yeast: yeast TOR pathway MEP2-GFP modulation; S. cerevisiae MEP2-GFP strain, flow cytometry GFP, 3 h; 100% = DMSO control level; GFP response vs DMSO, % at 10 µM; 330,000 tested, 0.51% active;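 active = GFP response versus DMSO above a set limit, roughly screen mean plus 3 SD, cut at about 180% in these data; inconclusive = fewer than 70 cells counted for a yeast strain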;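 note: median GFP fluorescence of the barcode-gated MEP2-GFP cells per well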
* hit, by the source's call; u = inconclusive; x = no result given.

#	structure	CIT2 TOR yeast	RPL19A-GFP yeast	procasp3 activ	proCasp7 act	AHR activator	LAP4 TOR yeast	AGP1 TOR yeast	MEP2-GFP yeast
1	CC(=O)N(C)N1c2ccccc2CCc2ccccc21	105	103	-2	1	1	98	102	108
2	Cc1ccc(C(=O)N/C(=C\c2ccc(-c3ccc(Br)cc3)o2)C(=O)NC2CCS(=O)(=O)C2)cc1 (stereo unspecified)	101	103	-6	-10	7	98	103	110
3	Cc1onc(-c2ccccc2Cl)c1C(=O)NCCN1CCOCC1	104	105	-1	14	4	101	105	102
4	CC(C)(C)n1nnnc1C(c1ccncc1)N1CCN(C2CCCCC2)CC1 (stereo unspecified)	102	96	5	-5	0	97	100	95
5	CCc1nc2cc(CC(=O)O)ccc2o1	90	99	-3	-2	0	99	98	96
6	COCC(C)n1c(C)cc(C(=O)COC(=O)c2c(C)nn(-c3ccccc3)c2C)c1C (stereo unspecified)	x	99	-5	9	-1	83	92	91
7	COc1ccc(CN2CCC(CO)(CCOc3ccccc3)CC2)cc1C	103	99	3	9	2	109	118	101
8	CC(Sc1nncn1C)C(=O)Nc1ccc(N2CCCCC2)cc1 (stereo unspecified)	94	96	1	1	0	109	94	102
9	Cc1ccc(Cl)cc1NC(=O)CN1C(=O)COc2ccc(S(=O)(=O)N3CCOCC3)cc21	105	100	-2	-3	2	99	103	94
10	C=CCN1C(=O)/C(=C2/Sc3ccccc3N2CC)SC1=S	100	104	-6	-7	16	96	100	108
11	O=C(COc1ccc(Br)cc1F)NCC1(N2CCCCC2)CCCCC1	92	101	15	8	-1	97	95	98
12	Cc1ccc(SCCC(=O)N(C)CC(=O)Nc2c(C)cccc2C)cc1	104	101	-7	8	-1	95	102	97
13	Cc1sc2ncn(CC(=O)N3CCCCC3)c(=O)c2c1S(=O)(=O)N1CCC(C)CC1	105	98	3	4	-1	93	99	91
14	COc1ccc(C(=O)NCCc2ccc(S(N)(=O)=O)cc2)cc1OC	108	99	10	-4	1	100	101	101
15	O=C(NCCc1ccc(F)cc1)c1ccc([N+](=O)[O-])cc1	109	120	-4	2	8	109	98	102
16	CC(C)c1nnc(NC(=O)CCC(=O)NCCc2ccccc2)s1	102	101	3	-3	1	82	106	95
17	CC(C)c1ccc(/C=C/C(=O)CCC(=O)O)cc1	91	97	-3	0	6	122	103	98
18	CC(C)[C@H](NC(=O)C1CCN(S(=O)(=O)c2ccc(F)cc2)CC1)C(=O)N1CCCC1	115	109	-5	-7	1	101	109	107
19	CCOC(=O)C1CCCN(Cc2cc(Br)ccc2OC)C1 (stereo unspecified)	103	97	0	-16	-1	107	98	102
20	COc1ccc(S(=O)(=O)N2CCCCC2)cc1NC(=O)CN(Cc1ccco1)Cc1ccco1	103	95	-1	10	1	100	100	96
21	O=S(=O)(c1cnc(Cl)c(Cl)c1)N1CCc2ccccc21	89	96	9	1	3	97	106	100
22	Brc1ccc(-c2noc(CCc3ccccc3)n2)cc1	105	104	4	4	1	104	105	106
23	CCCCC(CC)CNC(=O)CN(C)S(=O)(=O)c1cccc2nsnc12 (stereo unspecified)	105	100	2	9	1	103	101	104
24	Cc1cc(C)c(NC(=O)CSc2nc3[nH]ncc3c(=O)[nH]2)c(C)c1	104	111	-1	-6	0	104	104	110
25	CC(=O)c1ccc(N2CCN(C(=O)c3cc(-c4ccc5c(c4)OCO5)nc4ccccc34)CC2)cc1	87	99	-9	4	31	93	82	95
26	O=C(Cn1ncc2c([nH]c3ccccc32)c1=O)NCCc1ccc(Cl)cc1	99	100	-1	1	5	91	100	97
27	O=C(COC(=O)/C=C/c1ccccc1)Nc1nnc(-c2ccccc2)o1	u	u	-2	-2	0	u	u	u
28	Cc1ccc(OCCCC(=O)Nc2ccc3c(c2)OCCO3)cc1	89	98	2	17	0	114	99	105
29	Cc1cc(C)c2c(n1)SCC(=O)N2CC(=O)Nc1ccccc1Cl	94	96	1	5	2	102	97	99
30	C=CCn1c(CNC(=O)c2ccco2)nnc1SCC(=O)c1ccc(F)cc1	100	96	-14	2	-3	91	97	101
31	COc1cc(C2OCC3C(c4ccc(OC5OC(CO)C(O)C(O)C5O)c(OC)c4)OCC23)ccc1O (stereo unspecified)	103	98	7	13	-1	103	104	112
32	CCC1(C)Cc2c(C#N)c(N)n(N)c(=S)c2CO1 (stereo unspecified)	105	104	3	-1	3	104	110	106
33	Cc1cc(C(=O)NN=C(CCC(=O)O)c2cccs2)c(C)o1	99	102	7	14	15	98	102	101
34	O=C(Nc1nnc(Cc2ccc([N+](=O)[O-])cc2)s1)c1ccc2c(c1)OCO2	104	102	10	-4	55*	107	102	103
35	CS(=O)(=O)c1ccc(Cl)c(NC(=O)COC(=O)Cc2c[nH]c3ccccc23)c1	92	99	13	6	12	101	104	100
36	COc1ccc2cc(C3NC(=O)c4ccccc4N3)c(Cl)nc2c1 (stereo unspecified)	96	98	-3	14	3	108	96	103
37	Cc1ccc(C(=O)Oc2oc(-c3ccco3)nc2C=Nc2ccc(Cl)cc2)cc1	93	100	-12	-3	21	223*	75	96
38	COc1ccc(N(C)C(=S)Nc2ccc3nc(C)c(C)nc3c2)cc1	93	100	-14	-22	24	112	97	103
39	CC1(C)CC(NS(=O)(=O)c2ccc(C(C)(C)C)cc2)CC(C)(C)N1	98	100	-2	-1	2	103	101	101
40	COc1ccc(/C=N/NC(=O)c2ccccc2O)cc1CSc1ccccn1	96	104	2	-7	27	91	103	84
41	CC(=O)c1cccc(OCC(O)CNCCOc2ccc(C)cc2)c1 (stereo unspecified)	94	103	5	-3	-3	89	102	110
42	O=C(CSc1nc(C2CC2)nc2sc3c(c12)CCCC3)NCc1ccco1	108	100	-1	-3	2	105	111	109
43	O=C(c1ccc(-c2ccc([N+](=O)[O-])cc2)o1)N1CCCCC1	100	103	-8	2	-5	100	96	101
44	CC[C@H](C)[C@H](NC(=O)CNC(=O)COc1cc2c(c3oc(=O)cc(C)c13)CCC(C)(C)O2)C(=O)O	105	105	-12	0	1	98	105	107
45	c1ccc2sc(NCC3CCCO3)nc2c1 (stereo unspecified)	91	93	-4	-7	18	95	69	81
46	COc1ccc2nc(NC(=O)CC3Oc4ccccc4NC3=O)sc2c1 (stereo unspecified)	87	101	-4	6	9	107	99	91
47	COc1cccc(NC(=O)CN(C)C(=O)c2ccc(S(=O)(=O)Nc3ccccc3C)cc2)c1	102	96	-1	-4	-1	95	98	98
48	CC(NC(=O)COc1ccc(/C=N/NC(=O)C(=O)Nc2ccccc2Br)cc1)c1ccccc1 (stereo unspecified)	89	90	-3	-12	-2	91	90	92
49	O=C(COC(=O)c1ccccc1NC(=O)c1ccco1)NCC1CCCCC1	x	100	-3	1	-1	93	102	101
50	CCC(=O)Nc1cc(C(=O)OCC(=O)c2ccccc2)ccc1C	101	105	1	0	10	99	102	105

Compound profiles, from the list above. Values in the order: CIT2 TOR yeast, RPL19A-GFP yeast, procasp3 activ, proCasp7 act, AHR activator, LAP4 TOR yeast, AGP1 TOR yeast, MEP2-GFP yeast
`CC[C@H](C)[C@H](NC(=O)CNC(=O)COc1cc2c(c3oc(=O)cc(C)c13)CCC(C)(C)O2)C(=O)O` as listed: 105, 105, -12, 0, 1, 98, 105, 107
`Cc1ccc(C(=O)Oc2oc(-c3ccco3)nc2C=Nc2ccc(Cl)cc2)cc1` as listed: 93, 100, -12, -3, 21, 223*, 75, 96
`COc1ccc2nc(NC(=O)CC3Oc4ccccc4NC3=O)sc2c1` (stereo unspecified) as listed: 87, 101, -4, 6, 9, 107, 99, 91

Later entries
#	structure	CIT2 TOR yeast	RPL19A-GFP yeast	procasp3 activ	proCasp7 act	AHR activator	LAP4 TOR yeast	AGP1 TOR yeast	MEP2-GFP yeast
51	CCn1nc(C)c(Br)c1-c1nc(-c2cccc(C)c2)no1	92	101	-5	-1	10	103	99	97
52	NS(=O)(=O)c1ccc(NC(=S)Nc2cc(Cl)c(Cl)cc2Cl)cc1	98	88	2	14	0	114	104	105
53	COc1cc(OC)c(NC(=O)CNC(=O)Cn2ccc3ccccc3c2=O)cc1Cl	87	94	5	3	1	89	91	98
54	CC(C)C(=O)Nc1nnc(SCC(=O)Nc2ccc3c(c2)OCO3)s1	106	106	0	0	1	98	98	116
55	O=C(/C(=C/O)N=Nc1ccccc1)c1cccs1	x	81	-1	4	4	102	67	87
56	CCCCCCn1nc(C(=O)N(CCCC)c2c(N)n(CCC)c(=O)[nH]c2=O)c2ccccc2c1=O	102	99	-6	4	1	98	99	106
57	Cc1ccc(NC(=O)c2cc(N3C(=O)C4CC=CCC4C3=O)ccc2N2CCOCC2)cc1Cl (stereo unspecified)	106	98	-4	17	-2	97	104	103
58	O=C(Nc1ccc(N2CCOCC2)cc1)C1CC(=O)N(c2ccc(Cl)cc2)C1 (stereo unspecified)	94	93	6	9	0	101	100	90
59	Cc1ccc(OCc2ccc(C(=O)NN)o2)c([N+](=O)[O-])c1	104	103	2	-2	97*	109	119	102
60	O=C(N/N=C/c1ccccc1OCc1ccccc1)c1cccnc1	94	103	1	-1	9	99	100	93
61	CN(C)S(=O)(=O)c1cccc(NC(=O)CNCc2ccccn2)c1	92	101	-6	7	0	102	106	103
62	CCOc1ccc2c(c1)c1nnc(SCC(=O)NC3CC3)nc1n2C	102	95	-1	-2	40	96	96	96
63	CN(CCCNC(=O)c1cn(C)c2ccc(S(=O)(=O)N(C)C)cc2c1=O)c1ccccc1	93	96	7	-5	1	101	100	101
